# Screening results as filed in PubChem.
# HKDC1 inh = HKDC1 (human) hexokinase inhibition; inhibition, % at 20 µM; AID 493160; recombinant HKDC1, G6PDH/diaphorase resazurin coupled fluorescence; Q2TB90; 0.16% of 340,000 active;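 active = inhibition above about 35% when tested at 20 µM, limit read from the data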;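 note: plate controls were DMSO wells with enzyme for no effect and DMSO wells lacking enzyme for full effect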
#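 Material: recombinant HKDC1 hexokinase; Amount: HKDC1 at 5 µg/mL; Medium: Tris pH 8.0 buffer with MgCl2, Tween-20, BSA, BME; Schedule: 90 min reaction incubation at room temperature, dark; Technique: coupled resazurin fluorescence, excitation 525 nm, emission 613 nm.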
# PfG6PD inh = PfG6PD (Plasmodium falciparum) enzyme inhibition; 0.78% of 350,000 active; inhibition, % at 20 µM; PfGluPho enzyme, NADPH resazurin-diaphorase fluorescence; AID 504690;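 active = inhibition reaching at least a set limit at 20 µM in the primary screen, cut at about 59% in these data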;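 note: 0% = DMSO wells with substrate and 100% = DMSO wells lacking glucose-6-phosphate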
# SENP7 inh = inhibitors of human SENP7 protease | AID 434973 | inhibition, % at 5 µM | 1.5% of 330,000 active | recombinant SENP7, Z-RLRGG-aminoluciferin luminescence, 40 min;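 active = inhibition above about 50% at the single test dose, limit read from the data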;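 note: plate controls were DMSO with enzyme for no effect and no enzyme buffer wells for full effect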
# Target sequence (Q9BQF6 706-1050 limits assumed): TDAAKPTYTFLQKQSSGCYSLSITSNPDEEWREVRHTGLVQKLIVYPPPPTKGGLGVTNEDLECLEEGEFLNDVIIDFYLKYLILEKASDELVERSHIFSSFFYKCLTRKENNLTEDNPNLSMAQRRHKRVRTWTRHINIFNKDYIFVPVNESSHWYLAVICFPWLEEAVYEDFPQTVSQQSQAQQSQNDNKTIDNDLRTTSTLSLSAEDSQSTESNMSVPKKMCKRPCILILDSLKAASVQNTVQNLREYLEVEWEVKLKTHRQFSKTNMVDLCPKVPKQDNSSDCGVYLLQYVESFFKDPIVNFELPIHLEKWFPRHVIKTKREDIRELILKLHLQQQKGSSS
# ATG4B inh = inhibitors of human ATG4B cysteine protease; 0.51% of 340,000 active; inhibition, % at 8.33 µM; ATG4B cleavage of LC3-PLA2, NBD-HPC fluorescence, 1 h; AID 504462; in the data active = inhibition above about 40%
# Target sequence (Q9Y4P1 whole entry, looked up): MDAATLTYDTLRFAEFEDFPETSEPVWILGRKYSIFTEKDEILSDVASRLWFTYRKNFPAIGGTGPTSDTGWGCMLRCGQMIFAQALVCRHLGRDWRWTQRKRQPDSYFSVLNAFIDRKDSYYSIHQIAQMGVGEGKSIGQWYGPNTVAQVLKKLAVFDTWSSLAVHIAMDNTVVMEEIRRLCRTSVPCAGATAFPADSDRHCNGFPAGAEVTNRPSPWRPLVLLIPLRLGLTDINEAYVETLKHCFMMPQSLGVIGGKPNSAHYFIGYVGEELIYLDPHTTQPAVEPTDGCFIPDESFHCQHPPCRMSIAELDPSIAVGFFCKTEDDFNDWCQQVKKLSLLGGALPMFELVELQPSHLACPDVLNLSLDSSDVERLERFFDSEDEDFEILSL
# SENP6 block = SENP6 protease inhibition; Q9GZR1; Recombinant SENP6 catalytic domain, aminoluciferin luminescence; inhibition, % at 10 µM; 1.8% of 330,000 active;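 active = inhibition above about 50% at the single tested dose, limit read from the data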;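 note: plate controls were DMSO wells with enzyme for no effect and DMSO wells lacking enzyme for full effect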
# MPTP inh = permeability transition pore inhibition. 1.4% of 360,000 active. inhibition, % at 10 µM. isolated mouse mitochondria, Ca2+ swelling absorbance, 30 min;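 active = inhibition of 50% or more, scaled per plate between neutral and stimulator controls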;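 note: 0% = DMSO wells given calcium and 100% = 1 mM EGTA wells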
# GRIN3A LBD mod = modulates the human NR3A ligand-binding domain | 2.5% of 340,000 active | NR3A LBD differential scanning fluorimetry, Tm shift; 0% = protein alone, 100% = glycine-bound protein | Tm shift relative to glycine control, % at 25 µM | AID 1259313;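 active = melting temperature shift of at least 10% of the positive control shift, at one fixed dose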
# SENP8 inh = blocks human SENP8 cleavage of Nedd8 substrate | Q96LD8 | recombinant SENP8, Nedd8 substrate fluorescence | inhibition, % at 20 µM | 0.64% of 360,000 active | AID 602440; in the data active = inhibition mostly above about 40%, no sharp cut-off; inactive = mostly below about 27%
# Target sequence (Q96LD8 whole entry, looked up): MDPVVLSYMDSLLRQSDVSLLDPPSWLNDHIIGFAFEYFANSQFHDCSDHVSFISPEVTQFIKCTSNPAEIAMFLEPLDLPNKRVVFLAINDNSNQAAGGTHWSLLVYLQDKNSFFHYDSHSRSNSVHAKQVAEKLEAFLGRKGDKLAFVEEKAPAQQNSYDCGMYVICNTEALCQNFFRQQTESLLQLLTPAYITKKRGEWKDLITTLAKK
# Numbers without * were called inactive; nt = not tested or not shown.
SMILES,HKDC1 inh,PfG6PD inh,SENP7 inh,ATG4B inh,SENP6 block,MPTP inh,GRIN3A LBD mod,SENP8 inh
CCCCn1c(N(CCOC(C)=O)C(C)=O)nc2ccccc21,-7,-10,-1,-2,14,-0.3,0,18
O=C1/C(=C/c2ccccc2)Oc2cc(OC(=O)N3CCOCC3)ccc21,-1,8,-8,-5,-15,1.2,20*,-3
CCCC(=O)Nc1ccc(N2CCOCC2)cc1,4,2,1,-8,-20,2.4,-1,-47
Cc1ccc2c(COC(=O)C3CC(=O)N(c4ccc5c(c4)OCCO5)C3)cc(=O)oc2c1 (stereo unspecified),-4,9,4,0,-9,-0.7,-1,-31
CC(C)OC(=O)c1c(NC(=O)CCC(=O)O)sc2c1CCCCC2,13,-38,2,30,-2,2.8,-4,-35
COc1ccc(S(=O)(=O)/C(C#N)=C/Nc2ccccc2F)cc1,-2,2,4,3,-33,1.7,2,13
CCOC(=O)c1ccc(S(=O)(=O)Nc2cc(C(C)(C)C)no2)cc1,-3,-25,4,-9,-4,4.2,-2,15
CCn1nc(C)c(/C=N/NC(=O)Cn2nnnc2N)c1C,0,-8,3,4,-12,1.3,1,23
Cc1cccc(N2CCN(C(=O)c3cccs3)CC2)c1C,-6,4,-7,1,9,5.4,1,18
COc1cccc(C(=O)Nc2cccc3ccccc23)c1,-5,1,4,-3,-10,-1.0,3,15
COC(=O)c1ccc(NS(=O)(=O)c2ccc3c(c2)oc(=O)n3C)cc1,-4,-8,11,0,6,-0.8,2,7
COc1ccc(N2CCN(S(=O)(=O)c3cc(C)ccc3OC)CC2)cc1,-7,-3,0,-9,-1,-0.2,-1,12
Cc1ccc(-c2ccccc2NC(=O)C2C3C=CC(C3)C2C(=O)O)o1 (stereo unspecified),1,5,-6,-14,-26,-0.5,1,-272
O=C(CSc1nnc2nnc3ccccc3n12)N1CCOCC1,0,6,8,2,-6,-1.9,-1,-12
C/C(=N\NC(=O)c1ccccc1O)c1c(O)cc(C)oc1=O,0,-39,69*,4,81*,-1.4,-6,-73
OC(CNCC1CCCO1)Cn1c2ccccc2c2ccccc21 (stereo unspecified),-2,-1,0,0,-19,74*,0,2
CCCCSc1cc(=O)n(-c2ccccc2)nc1C(=O)OCC,11,-13,5,5,4,-0.6,1,6
COCCCNC(=O)c1ccc2c(=O)n(Cc3ccc(OC)cc3)c(=O)[nH]c2c1,-1,-16,5,7,11,0.2,0,-46
Cc1ccc(C(=O)CCC(=O)Nc2cccc(C(F)(F)F)c2)cc1C,6,8,-2,11,-1,-0.6,0,18
CCCCCc1ccnc(CC(=O)c2ccc(OC)cc2)c1,-4,-6,nt,2,nt,-0.4,-3,5
O=c1c2sccc2nc(SCc2cc(=O)n3cc(Br)ccc3n2)n1Cc1ccccn1,-1,46,6,-2,5,-2.0,-1,-270
CC1CCc2c(sc3ncn4c(SCC(=O)NCc5ccco5)nnc4c23)C1 (stereo unspecified),-4,-23,-4,3,5,2.4,-2,-10
Cc1ccc(S(=O)(=O)NC(=O)Nc2ccc(OC(F)F)cc2)cc1,-1,7,3,0,4,0.1,-1,31
COc1cc(NC(=S)NCc2ccc(S(N)(=O)=O)cc2)c(OC)cc1Cl,-7,-4,3,2,2,-0.4,-9,18
COc1ccc(NC(=O)CN(C)CC(=O)Nc2ccc(N3CCOCC3)cc2)c([N+](=O)[O-])c1,1,-9,-3,0,3,1.9,-2,23

# 3 compounds from above, sorted by the value under GRIN3A LBD mod, descending:
SMILES	GRIN3A LBD mod
COC(=O)c1ccc(NS(=O)(=O)c2ccc3c(c2)oc(=O)n3C)cc1	2
O=C(CSc1nnc2nnc3ccccc3n12)N1CCOCC1	-1
COc1ccc(NC(=O)CN(C)CC(=O)Nc2ccc(N3CCOCC3)cc2)c([N+](=O)[O-])c1	-2

# Further structures follow:
SMILES,HKDC1 inh,PfG6PD inh,SENP7 inh,ATG4B inh,SENP6 block,MPTP inh,GRIN3A LBD mod,SENP8 inh
CC(C)CCNC(=O)NC(=O)COC(=O)C1=COCCO1,-3,-12,-5,-1,9,-0.3,-2,5
COc1ccc(-n2c(-c3ccc(Br)cc3)c[n+]3c2CCc2ccccc2-3)cc1,-5,3,1,0,-16,37,0,14
C=CCSc1nc2sc(C)c(C)c2c(=O)[nH]1,-4,11,-2,-2,-7,-0.7,-1,20
COc1ccc(CC(=O)Nc2ccc(NC(=O)c3ccccc3F)cc2)cc1,-12,-15,-10,2,0,-0.9,1,-8
COc1ccc(/C=C(\NC(=O)c2ccc(C)cc2)C(=O)Nc2ccc(C(=O)O)cc2)cc1,-1,7,-4,2,-16,-1.5,-1,12
Cc1ccc2nsnc2c1NC(=O)Cc1ccc(Cl)cc1,-6,-14,-4,7,-2,-1.0,-2,-442
O=C(Cc1ccc(Cl)c(Cl)c1)Nc1cccc(S(=O)(=O)N2CCOCC2)c1,1,12,-4,-3,1,26,1,11
COc1cc(CNCCCO)ccc1OCC(=O)NC(C)(C)C,-1,14,-13,-4,-4,3.6,0,-2
O=C(Cn1nnc2ccccc21)Nc1ccc(Cl)cn1,-4,5,2,-11,-5,-0.3,-2,8
Cc1ccc(-n2c3c(c(=O)[nH]c2=O)C(NS(=O)(=O)c2ccc(C)cc2)(C(F)(F)F)C(=O)N3)cc1 (stereo unspecified),5,6,3,13,-6,-2.4,2,6
NC(=O)N/N=C/c1sc(=O)n(-c2ccccc2)c1Cl,0,6,-5,-10,-14,2.1,1,7
O=C(Nc1ccc(NC(=O)c2ccccc2O)cc1)Nc1ccc(F)cc1F,-6,-10,-16,16,-37,5.4,31*,-26
Clc1ccc(CN2CCN(c3ncccn3)CC2)c(Cl)c1,5,-11,-15,14,-3,0.1,-1,21
COc1cc(C(=O)N/N=C(\C)c2ccccn2)cc(OC)c1OC,-3,-15,18,-6,5,-1.8,0,1
COc1ccc(N(C(C)=O)S(=O)(=O)c2cc(OC)ccc2OC)cc1,-11,-21,3,-2,-29,0.8,1,40
O=C(NCC1CCCO1)C(=O)N/N=C/c1cccc(Cl)c1 (stereo unspecified),-1,5,4,-1,-2,-1.6,1,2
CCS(=O)(=O)Nc1ccc(C2=NN(S(=O)(=O)c3ccc(F)cc3)C(c3ccco3)C2)cc1 (stereo unspecified),-6,8,3,-1,-9,-0.4,-8,-5
O=C(N/N=C/c1ccco1)Nc1ccccc1,-6,-3,4,-4,-3,-0.9,2,4
CCOc1cc2[nH]c(=S)n(Cc3ccc(C(=O)NCCN(CC)CC)cc3)c(=O)c2cc1OCC,-1,33,0,-10,3,0.2,-3,23
CCOC(=O)CN1C(=O)/C(=C/c2cccc(Br)c2)Oc2ccccc21,-7,6,1,-7,7,0.6,0,-327
N#CCc1ccc(OC(=O)c2cccnc2Cl)cc1,-7,6,1,1,5,0.8,-1,12
COc1cccc(OCc2cc(/C=N/NC(=O)c3nc(Cl)c(Cl)c(N)c3Cl)ccc2OC)c1,-2,5,7,-5,7,-1.1,2,-181
Cc1csc(N/N=C/c2c(F)cccc2Cl)n1,-1,11,6,13,-15,-1.3,-1,23
CN(Cc1ccsc1)C(=O)Cn1cc(Br)ccc1=O,3,0,-6,-12,-16,1.0,-2,6
Cc1cccc(NC(=O)c2cccc(N3C(=O)CCC3=O)c2)c1,-6,0,-2,-16,-2,-1.1,1,11

# Grouped by structure: those above containing a COOH group.
SMILES,HKDC1 inh,PfG6PD inh,SENP7 inh,ATG4B inh,SENP6 block,MPTP inh,GRIN3A LBD mod,SENP8 inh
CC(C)OC(=O)c1c(NC(=O)CCC(=O)O)sc2c1CCCCC2,13,-38,2,30,-2,2.8,-4,-35
Cc1ccc(-c2ccccc2NC(=O)C2C3C=CC(C3)C2C(=O)O)o1 (stereo unspecified),1,5,-6,-14,-26,-0.5,1,-272
COc1ccc(/C=C(\NC(=O)c2ccc(C)cc2)C(=O)Nc2ccc(C(=O)O)cc2)cc1,-1,7,-4,2,-16,-1.5,-1,12

# Going on with the list.
SMILES,HKDC1 inh,PfG6PD inh,SENP7 inh,ATG4B inh,SENP6 block,MPTP inh,GRIN3A LBD mod,SENP8 inh
CC(=O)N1CCN(c2ccc(NC(=O)c3ccc(Br)o3)cc2Cl)CC1,1,51,6,-3,-1,0.9,-5,22
CC(=O)c1c(N2CCN(Cc3ccccc3)CC2)[nH]c(-c2ccccc2)nc1=S,-5,-16,7,7,-2,-1.3,-2,13
COC(=O)c1nn(-c2ccccc2)c(Cl)c1/C=N/OCc1ccc(C)cc1,1,22,-6,-2,-6,3.2,5,17
O=C(CO/N=C/c1ccccc1OC(F)F)NC1CCCCC1,5,-28,0,5,-23,0.8,-2,9
COc1cccc(-c2nc(N3CCN(Cc4ccccc4)CC3)c3ccccc3n2)c1O,-1,7,-7,-9,-3,6.5,0,35
Cc1ccccc1NC(=S)NCc1ccccc1,-2,-11,9,-7,-4,-0.1,-1,18
CCOC(=O)c1cccc(NS(=O)(=O)c2c(C)[nH]c(=O)[nH]c2=O)c1,0,-9,-1,-11,0,-0.8,0,16
CC(C)CC(=O)NC(=S)Nc1ccccc1C(=O)Nc1ccccc1,9,-1,5,-3,-34,-0.9,-3,-23
CC(=O)NCCc1nc2ccccc2n1CCOc1ccccc1,-9,-4,-6,-9,2,0.9,0,14
CCOC(=O)CC1C(=O)NCCN1S(=O)(=O)c1ccc(Cl)cc1 (stereo unspecified),-1,18,-9,-5,-3,0.4,1,10
Cc1cc([N+](=O)[O-])ccc1NC(=O)c1cc2ccccc2o1,-5,-3,8,2,10,0.0,-2,18
Nc1c2c(nc3ccc(Br)cc13)N(Cc1ccccc1)CC2,-6,32,1,0,2,2.4,0,-2
COc1ccc(N2CCN(C(=O)CCC(=O)c3cc(C)sc3C)CC2)cc1,-5,17,1,-11,1,-2.7,-1,0
O=C(CSc1cn(CCNC(=O)c2cccs2)c2ccccc12)NCC1CCCO1 (stereo unspecified),-3,2,4,-7,7,-1.3,-4,19
CCC(=O)Nc1nnc(/C=C/c2ccc(OC)cc2)s1,-2,-3,-11,-7,-21,4.6,8,-418
CC(=O)c1c(C)[nH]c(C(=O)OCC(=O)Nc2cc(S(=O)(=O)N3CCCC3)ccc2Cl)c1C,-7,-2,-1,-5,-4,23,-17,13
O=Nc1c(O)n(Cc2cccc(Cl)c2)c2ccccc12,8,-38,-9,-11,-26,8.3,2,22
COc1ccccc1/C=C1\SC(=S)N(CCC(=O)NNC(=O)c2ccccc2OC)C1=O,-10,-1,-6,-4,-1,1.1,-1,18

# A few values from the results shown:
# HKDC1 inh, Cc1ccccc1NC(=S)NCc1ccccc1 reads -2
# PfG6PD inh, COc1ccc(CC(=O)Nc2ccc(NC(=O)c3ccccc3F)cc2)cc1 reads -15

# Among those listed so far, these contain an NH in an aromatic ring:
SMILES,HKDC1 inh,PfG6PD inh,SENP7 inh,ATG4B inh,SENP6 block,MPTP inh,GRIN3A LBD mod,SENP8 inh
COCCCNC(=O)c1ccc2c(=O)n(Cc3ccc(OC)cc3)c(=O)[nH]c2c1,-1,-16,5,7,11,0.2,0,-46
C=CCSc1nc2sc(C)c(C)c2c(=O)[nH]1,-4,11,-2,-2,-7,-0.7,-1,20
Cc1ccc(-n2c3c(c(=O)[nH]c2=O)C(NS(=O)(=O)c2ccc(C)cc2)(C(F)(F)F)C(=O)N3)cc1 (stereo unspecified),5,6,3,13,-6,-2.4,2,6
CCOc1cc2[nH]c(=S)n(Cc3ccc(C(=O)NCCN(CC)CC)cc3)c(=O)c2cc1OCC,-1,33,0,-10,3,0.2,-3,23
CC(=O)c1c(N2CCN(Cc3ccccc3)CC2)[nH]c(-c2ccccc2)nc1=S,-5,-16,7,7,-2,-1.3,-2,13
CCOC(=O)c1cccc(NS(=O)(=O)c2c(C)[nH]c(=O)[nH]c2=O)c1,0,-9,-1,-11,0,-0.8,0,16
CC(=O)c1c(C)[nH]c(C(=O)OCC(=O)Nc2cc(S(=O)(=O)N3CCCC3)ccc2Cl)c1C,-7,-2,-1,-5,-4,23,-17,13
